# ATXN viability: reduces viability in counter-screen for ATXN expression inhibitors. S2 cells (HEK-293 line with an ATXN2-luciferase reporter) viability, CellTiter-Fluor protease fluorescence, 24 h. Potency, µM (series often up to 56.7 µM), actives largely listed as cytotoxic. actives 0.49% (n = 400,000). AID 651635; further: potency means the concentration at half of the fitted maximal effect; nearly all actives have a fitted effect of over 40% in size
# HepG2 viability: HepG2 cytotoxicity, counter-screen for TGF-b inhibitors | HepG2 CAGA-GFP viability, ATP luminescence, 18 h | actives 0.76% (n = 410,000) | Potency, µM (top dose mostly 46.1 µM), for the others: at the top dose activity change, negative = cytotoxicity, most hits filed as cytotoxic | AID 588856; further: potency means the concentration at half of the fitted maximal effect; some results filed as inactive show a strong effect at the top dose
#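 CellTiter-Glo luminescence gave cytotoxicity after 18 hours at 37 degrees C. The cells were HepG2 CAGA-GFP in 1% FBS DMEM, stimulated with 500 pg/mL TGF-beta after compound addition. %Activity was normalised to no-cell wells (complete cell-killing) and DMSO (no toxicity), and curves were fitted and classified.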
# IL2 activator: IL-2 activation; activation, % (series mostly up to about 46 µM); AID 652025; actives 0.065% (n = 360,000); IL-2 activation reporter assay, cell-based qHTS; stimulated with anti-CD3/CD4/CD28 beads; in transgenic mouse T cells; in the data active means activation above about 50%; inconclusive means mostly about 30% to 49%; further: 0% is about no effect
#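 Using fluorescent plate cytometry, EGFP and DsRed are detected in transgenic mouse T cells stimulated 18 h at 37 degrees C with antibody-coated beads after 60 min compound pretreatment.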
# Nrf2 activator: activates Nrf2 signaling | AREc32 ARE-luciferase reporter (MCF7-derived line), luminescence, 24 h | AID 624171 | actives 0.31% (n = 410,000) | Potency, µM (series often up to 46.1 µM), inactives show top-dose activation, most hits filed as activators; further: potency means the concentration at half of the fitted maximal effect; % of control where 0% means no effect; nearly all actives have a fitted effect of over 65% in size
#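 Each well held 1000 AREc32 cells, which were incubated with compound for 24 hr at 37 deg C after overnight attachment, and ARE reporter activity was quantified by firefly luciferase luminescence.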
# ATXN2 expr inh: ATXN2 expression inhibition. Potency, µM (series often up to 57 µM), without a hit: at the top dose activity change, negative = inhibition, usual class: inhibitors. HEK-293 ATXN2-luciferase reporter, luminescence, 24 h. AID 1745845. actives 0.72% (n = 360,000); further: potency means the concentration at half of the fitted maximal effect; on the % scale 0 is the no-effect control and ±100 the full control effect; nearly all actives have a fitted effect of over 55% in size
#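 qHTS (up to 57 uM final) was run with 24 h compound exposure of reporter cells at 37 °C. Each well was multiplexed: SteadyGlo luminescence measured ATXN2-luciferase expression after a fluorogenic Gly-Phe-AFC viability readout (25 uM final).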
# Nrf2 block: blocks Nrf2 signaling; A549 ARE-Fluc reporter, luciferase luminescence, 18-24 h; Potency, µM (doses to about 46 µM), for the others: top-dose activity change, negative = inhibition, hits mostly inhibitors; actives 2.1% (n = 360,000); further: potency means the concentration at half of the fitted maximal effect; on the % scale 0 is the no-effect control and ±100 the full control effect; nearly all actives have a fitted effect of over 60% in size
#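 A549 ARE_Fluc cells (5000/well, 5% FBS OPTI-MEM) pre-incubated 2 h, then treated with compounds 18-24 h at 37C/5% CO2 in concentration-response. CellTiter-Fluor viability read first; BugLite luciferase luminescence after 15 min at room temperature gives Nrf2 activity.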
# EPAC2 agonist: agonists of human EPAC2 (RAPGEF4). Q8WZA2. EPAC2 activation, biochemical qHTS; response scale: 100% = 6.5 mM cAMP response. Potency, µM (series often up to 154 µM), for the others: at the highest dose activation, hits mostly activators. actives 0.079% (n = 360,000). AID 720711; further: potency means the concentration at half of the fitted maximal effect; nearly all actives have a fitted effect of over 50% in size
# Target sequence (Q8WZA2 whole entry, looked up): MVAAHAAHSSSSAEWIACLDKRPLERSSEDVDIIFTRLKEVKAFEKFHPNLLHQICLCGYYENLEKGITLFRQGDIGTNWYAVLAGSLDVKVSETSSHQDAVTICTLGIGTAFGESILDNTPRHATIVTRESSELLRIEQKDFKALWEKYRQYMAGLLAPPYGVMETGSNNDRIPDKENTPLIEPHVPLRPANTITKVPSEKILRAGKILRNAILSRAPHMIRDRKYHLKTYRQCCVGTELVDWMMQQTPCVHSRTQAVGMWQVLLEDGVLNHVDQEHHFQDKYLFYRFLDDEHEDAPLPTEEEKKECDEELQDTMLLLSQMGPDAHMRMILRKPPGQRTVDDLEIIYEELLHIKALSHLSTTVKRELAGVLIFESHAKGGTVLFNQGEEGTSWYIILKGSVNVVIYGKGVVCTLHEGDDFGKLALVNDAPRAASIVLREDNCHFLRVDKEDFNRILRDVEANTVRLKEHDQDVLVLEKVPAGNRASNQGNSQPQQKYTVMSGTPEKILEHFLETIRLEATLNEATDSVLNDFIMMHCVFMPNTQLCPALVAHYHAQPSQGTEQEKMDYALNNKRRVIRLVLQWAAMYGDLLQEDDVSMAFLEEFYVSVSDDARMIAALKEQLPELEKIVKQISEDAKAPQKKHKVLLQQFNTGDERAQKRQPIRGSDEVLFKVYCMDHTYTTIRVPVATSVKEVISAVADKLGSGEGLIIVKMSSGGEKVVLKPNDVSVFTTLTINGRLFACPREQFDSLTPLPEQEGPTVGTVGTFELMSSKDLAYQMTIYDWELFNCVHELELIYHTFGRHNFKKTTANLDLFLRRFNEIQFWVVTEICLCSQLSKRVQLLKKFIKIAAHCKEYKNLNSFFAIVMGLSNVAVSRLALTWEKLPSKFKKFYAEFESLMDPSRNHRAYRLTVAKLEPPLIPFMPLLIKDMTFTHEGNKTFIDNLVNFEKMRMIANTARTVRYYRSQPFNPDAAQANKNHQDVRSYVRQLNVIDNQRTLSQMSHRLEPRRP
#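 Fluorescence exchange assay: 100 nM EPAC2 with 250 nM RAP1B-BODIPY-GDP and 50 uM GDP; compounds tested as a concentration-titration series (qHTS). Loss of Rap1-bound BODIPY-GDP fluorescence read at 480/540 nm; data normalized to 6.5 mM cAMP.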
# A549 tox: counter-screen for Nrf2 inhibitors: cytotoxicity in A549 cells. A549 ARE-Fluc cells, CellTiter-Fluor viability, 18-24 h. Potency, µM (doses to about 46 µM), without a hit: at the highest dose activity change, negative = cytotoxicity, most hits filed as inhibitors. actives 0.16% (n = 390,000); further: potency means the concentration at half of the fitted maximal effect; on the % scale 0 is the no-effect control and ±100 the full control effect
#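 A549 ARE_Fluc cells in 5% FBS OPTI-MEM were exposed to compounds in concentration-response for 18-24 h at 37 deg C. Viability was read by CellTiter-Fluor fluorescence (Ex 405/Em 525) after 30 min, before the luciferase read.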
# TGFb SMAD3 inh: blocks TGF-b signaling | HepG2 CAGA-GFP TGF-b/SMAD3 reporter, GFP fluorescence, 18 h; TGF-beta stimulated, 500 pg/mL final | Potency, µM (series often up to 46.1 µM), without a hit: at the highest dose activity, negative = inhibition, usual class: inhibitors | actives 1.2% (n = 410,000) | AID 588855; further: potency means the concentration at half of the fitted maximal effect; on the % scale 0 is the no-effect control and ±100 the full control effect; nearly all actives have a fitted effect of over 65% in size
#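 GFP signal (ex488/em500-530) from TGF-beta-stimulated HEPG2 CAGA-GFP cells, 500 pg/mL final, 18 h at 37 degrees C in DMEM plus 1% FBS, normalized to unstimulated and DMSO-stimulated controls.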
# * hit, by the source's call; i = inactive; ? = inconclusive; · = not tested or not shown; & = joins results of further samples; [ ] = dose if it differs, or a comment. Unless noted, the call rests on the fitted dose curve; in most records, active means well fitted curve in the direction sought with a large enough effect; inconclusive means small, poorly fitted or top-dose-only effect, or another doubt; inactive means no such curve, though single readings can be large; an effect the other way counts as inactive or inconclusive. Not a hit list; 4.3% or so of the library scored in one or more.
SMILES,ATXN viability,HepG2 viability,IL2 activator,Nrf2 activator,ATXN2 expr inh,Nrf2 block,EPAC2 agonist,A549 tox,TGFb SMAD3 inh
CCc1nnc(NC(=O)c2ccc(Cl)c(S(=O)(=O)N3CCc4ccccc4C3)c2)s1,i,-3.7%,3.2,-0.7%,-29.0%,18.4µM*,13.9%,-4.0%,-16.0%
CC(OC(=O)c1nsc(Cl)c1Cl)C(=O)NCc1ccco1 (configuration not stated),i,-11.6%,-0.7,-0.2%,-1.4%,-2.8%,4.4%,-21.8%,-21.2%
CC(=O)Nc1cccc(-c2csc(Nc3ccccn3)n2)c1,i,-36.0%,-1.1,3.7%,70.9%[activator],?,9.9%,0.3%,?
Nc1nc(SCC(=O)NCc2ccc3c(c2)OCO3)n[nH]1,i,2.5%,-1.9,-0.2%[9.22 µM],2.9%,-13.6%,-2.3%,3.6%,9.3%
O=C(NS(=O)(=O)Nc1ccccc1)C1=C(N2CCCC2)COC1=O,i,-3.2%,1.1,-0.2%,-3.1%,7.2%,0.7%,1.8%,-13.7%
COc1ccc(CCNC(=O)CSc2ncc3c(n2)-c2cc(Cl)ccc2N(Cc2ccccc2)S3(=O)=O)cc1OC,i,-10.8%,·,1.9%,1.6%,-20.8%,·,2.6%,6.1%
CCN(CC)C(=O)Cn1c(=O)oc2ccccc21,i,-0.7%,1.8,-0.1%,·,-2.7%,1.8%,2.5%,6.9%
O=C(c1ccccc1O)N1CCOCC1,i,-18.8%,-2.4,-1.1%,3.6%,9.7%,-2.4%,-5.3%,-26.3%
CCOC(=O)C1CCN(CCC(=O)Nc2ccc(Br)c(C)c2)CC1,i,4.6%&-44.8%,-0.3,-0.5%&6.4%,-3.2%&-21.2%,2.1%&-2.2%,-3.1%,-3.7%&-1.1%,?
CCOC(=O)c1ccc(S(=O)(=O)NNC(=O)COc2ccc(C)cc2)cc1,i,-0.7%,0.3,2.2%,-0.8%,-13.2%,4.9%,-2.7%,-26.3%
O=C(CCc1ccccc1)N1CCN(CCO)CC1,i,2.3%,-2.9,0.0%,-6.1%,9.6%,12.0%,1.1%,5.5%
COc1ccc(OCCN2CCC(C(=O)NC(c3ccccc3)c3ccc4ccccc4n3)CC2)cc1 (configuration not stated),?,6.31µM*,-0.7,-3.7%,0.0%,·,11.1%,·,?
COc1ccc(OC)c2nc(-c3ccc4c(c3)OCO4)ccc12,i,-4.9%,3.8,11.4%,176.6%[activator],?,3.9%,-1.3%,-1.3%
Cc1cccc(NC(=O)CN2CCN(CC(=O)Nc3cccc(C)c3)CC2)c1,i,-30.2%,5.7,0.0%,-7.4%,2.4%,6.3%,-8.4%,-16.8%
O=C(COC(=O)CCc1nc2ccccc2c(=O)[nH]1)NC(c1ccccc1)c1ccccc1,i,1.5%,-2.7,-0.3%,10.5%,5.5%,11.9%,0.4%,-2.9%
CSc1ccccc1C(=O)Nc1cccc([N+](=O)[O-])c1C,i,-3.2%,0.2,-0.8%,0.0%,-6.7%,-6.5%,-1.2%,2.2%
O=S(=O)(c1cccc2nonc12)N1CCN(c2ccc(F)cc2)CC1,i,-5.0%,0.0,0.0%,-8.6%,-7.0%,22.7%,15.5%,-13.5%
O=C(NC1CCN(C(=O)N2c3ccccc3Sc3ccccc32)CC1)c1ccccc1F,?,-8.0%,0.6,2.2%,?,?,19.1%,-17.7%,?
COC(=O)C1=C(C)NC(C)=C(C(=O)OC)C1c1ccc(-c2cccc([N+](=O)[O-])c2)o1,i,-19.7%,-0.3,16.6%,·,?,12.5%,-3.0%,-25.9%
Cc1cc(C)nc(N/N=C/c2cc(Br)ccc2O)n1,i,-19.1%,-0.5,6.0%,?,1.6%,-5.7%,1.8%,?
O=C(c1ccc([N+](=O)[O-])c(CS(=O)(=O)c2ccc(Cl)cc2)c1)N1CCCC1,i,-4.6%,2.1,-0.8%,-4.3%,6.7%,15.3%,2.8%,-4.9%
Cc1ccn2cc(CCNC(=O)c3ccc(Br)o3)nc2c1,i,-23.1%,-2.2,-0.4%,-11.8%,-6.9%,5.2%,1.4%,-20.5%
Cc1oc(C)c(C(N)=O)c1C(N)=O,i,16.1%,-0.4,0.1%,7.0%,0.2%,17.2%,1.3%,21.0%
CN(C)CCCNC(=S)NCCNc1nc2cc3c(cc2cc1C#N)OCO3,i,-10.4%,-0.3,2.4%,-30.6%,-23.0%,7.1%,13.7%,?
O=C(CN1CCN(Cc2ccc(F)cc2)CC1)Nc1ccccc1F,i,11.7%,2.2,0.5%,·,5.3%,-0.6%,4.7%,4.9%
COC(C/C=C\[C@@H](O)[C@@H](C)OCc1ccccc1)OC,i,-32.7%,1.1,-0.7%,6.0%,-7.9%,9.2%,7.5%,-3.3%
Cc1cccc(N/C=C/c2onc(C)c2[N+](=O)[O-])c1,i,-25.2%,-0.4,?,32.8%[activator],?,6.8%,-4.9%,31.4%[activator]
COC(=O)c1cccn(CC(=O)c2ccc(Cl)cc2Cl)c1=O,i,-7.4%,-2.5,2.8%,6.7%,6.2%,5.6%,1.3%,15.1%
CC(=O)c1ccc(Nc2c(C)n(C)n(-c3ccccc3)c2=O)cc1,i,14.9%,-0.3,0.0%,-18.7%,17.1%,16.3%,8.6%,18.4%
O=S(=O)(/C=C/c1ccccc1)Nc1ccc(F)cc1,?,-21.7%,-4.8,-0.7%,-29.6%,?,-2.7%,0.0%,-18.0%
COc1ccc(/C=C/C(=O)NC(C)CCc2ccccc2)cc1 (configuration not stated),i,2.6%,-2.2,0.1%,0.0%,-6.9%,4.3%,-1.0%,-20.6%
Cc1ccn2c(=O)nc(SCC(=O)N3CCCCC3)nc2c1,i,-39.2%,-0.8,0.4%,-13.0%,15.2%,11.7%,-7.3%,9.5%
CCOC(=O)C(=CNc1cc(OC)ccc1-n1cccc1)C(=O)OCC,?,-111.2%,-3.5,2.5%,-9.7%,?,20.1%,-9.5%,-29.0%
Cc1cscc1-c1nc(NCC2CC2)nc2ccsc12,i,-0.7%,-0.4,?,14.8%,·,5.1%,·,3.7%
CC(C)(C)NC(=O)Nc1nnc(SCC(=O)NC2CCCCC2)s1,i,10.9%,-4.5,2.4%,14.5%,6.5%,-0.1%,1.4%,14.1%
O=c1[nH]c2ccccc2cc1CN(Cc1ccco1)S(=O)(=O)c1ccccc1,i,-17.2%,-3.2,4.4%,-9.2%,?,15.1%,-4.1%,-3.9%

# 3 compounds out of the list above, arranged by the value under IL2 activator, smallest number first.
SMILES,IL2 activator,Nrf2 activator
Cc1cccc(N/C=C/c2onc(C)c2[N+](=O)[O-])c1,-0.4,?
COC(C/C=C\[C@@H](O)[C@@H](C)OCc1ccccc1)OC,1.1,-0.7%
O=C(CN1CCN(Cc2ccc(F)cc2)CC1)Nc1ccccc1F,2.2,0.5%

# (listing goes on)
SMILES,ATXN viability,HepG2 viability,IL2 activator,Nrf2 activator,ATXN2 expr inh,Nrf2 block,EPAC2 agonist,A549 tox,TGFb SMAD3 inh
O=C(NCCCNc1ccnc2cc(Cl)ccc12)c1ccccc1F,?,-20.9%,1.6,-2.2%,·,-20.8%,3.3%,-4.1%,-16.7%
COc1ccc(NC(=O)Cn2c(=O)c3ccccc3n3nncc23)c(OC)c1,i,-14.3%,·,0.2%,-4.8%,1.9%,·,4.7%,-22.7%
CCCCC(=O)Nc1ccc2c(c1)OCCO2,i,0.1%,-1.7,2.5%,-24.0%,4.5%,3.1%,1.3%,1.7%
COc1cccc(C(=O)O/N=C2\CCS(=O)(=O)c3sccc32)c1,i,0.0%,2.0,-0.3%,-19.0%,13.1%,-5.3%,4.6%,0.0%
CCCCOc1ccccc1NC(=O)CC1Nc2ccccc2NC1=O (configuration not stated),i,-54.6%,-2.0,2.6%,-20.0%,?,-2.8%,-17.9%,-28.7%
Cc1nn(Cc2ccccc2Cl)c(C)c1C(=O)NCc1ccco1,i,5.8%,2.6,-0.4%,-11.7%,-1.4%,3.9%,6.5%,-2.9%
S=C(CSc1ccccc1)Nc1cccc2ccccc12,?,-39.0%,0.8,25.3%,·,·,15.7%,·,?
Cc1ccc(S(=O)(=O)N2CCOCC2)cc1C(=O)NC1CCN(Cc2ccccc2)CC1,i,-17.0%,0.8,0.3%,2.4%,5.6%,8.3%,-0.4%,-11.0%
COc1ccccc1CN(CC(=O)NCc1ccc2c(c1)OCO2)C(=O)c1ccc2c(c1)OCCO2,?,3.1%,-0.4,0.0%,-17.5%,0.4%,4.0%,-7.6%,-1.1%
Cc1cc(NC(=O)Cn2nc(C(F)(F)F)c3c2CCC3)n(-c2ccccc2)n1,i,-8.9%,1.3,0.2%,-13.2%,?,2.3%,·,3.9%
COc1ccc(C2=NOC(COc3ccc4c(C)cc(=O)oc4c3)C2)c(OC)c1 (configuration not stated),?,21.0%,-0.7,-0.1%,-24.0%,-23.5%,7.9%,?,?
COc1ccc2[nH]c(=O)c(CN(c3ccccc3OC)S(=O)(=O)c3ccccc3)cc2c1,i,2.7%,-4.3,-1.1%,-12.2%,6.1%,7.9%,-13.8%,-0.4%
CCCCC1=NN(C(=O)c2cccnc2)C(O)(C(F)(F)F)C1 (configuration not stated),i,-4.0%,2.1,-0.9%,-21.7%,0.0%,8.3%,0.1%,-17.3%
CCCNC(=O)CSc1ccc(S(=O)(=O)N2CCCC2)cn1,i,15.7%,-0.7,-0.8%,8.6%,7.7%,-0.2%,-0.7%,2.4%
CCOc1ccc(CCNC(=O)COC(=O)c2ccc(S(C)(=O)=O)cc2)cc1OCC,i,-8.9%,-4.7,-0.1%,-12.6%,10.8%,6.7%,0.3%,6.6%

# From PubChem
